# Screens from PubChem.
# Pf growth 48h = P. falciparum growth inhibition at 48 hours (one generation). P. falciparum luciferase growth in erythrocytes, 48 h. Potency, µM (top dose mostly 28.7 µM), inactives show at the top dose activity change, negative = inhibition, most hits filed as inhibitors. 310,000 tested, 5.9% active. AID 504832; also: potency is read from the fitted curve at half-maximal effect; % is scaled to controls: 0 for no effect and ±100 for the full control effect
#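 Parasite viability was followed by luminescence of a genomically integrated firefly luciferase. Cultures held 0.1% parasitemia at 2% hematocrit (final), incubated under 5% CO2 at 37 C.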
# Pf growth 96h = inhibits malaria parasite growth, 96 h; Potency, µM (series often up to 28.7 µM), for inactives: at the top dose activity change, negative = inhibition, usual class: inhibitors; P. falciparum luciferase reporter growth, 96 h; 320,000 tested, 6.9% active; also: potency is read from the fitted curve at half-maximal effect; % is scaled to controls: 0 for no effect and ±100 for the full control effect
#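 Two parasite generations (96 h, 37 C, 5% CO2) of compound exposure in infected erythrocytes (0.05% parasitemia, 2% hematocrit). Luciferase-reporter P. falciparum; decreased luminescence indicates inhibited growth, aimed at apicoplast-acting delayed death.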
# Cycloheximide cs = counter-screen for Shiga toxin inhibitors: cycloheximide protein synthesis inhibition; AID 2314; cell reporter, cycloheximide protein synthesis inhibition counterscreen; max response, %; 300,000 tested, 12% active; in the data active = max response mostly above about 13%, no sharp cut-off; inactive = mostly below about 14%; also: read at 38.3 µM for the half of the compounds with a filed dose; 0% is about no effect
# Sm TGR block = blocks Schistosoma mansoni thioredoxin glutathione reductase | Potency, µM (top dose mostly 114 µM), for inactives: at the highest dose activity change, negative = inhibition, hits mostly inhibitors | 360,000 tested, 3% active | AID 485364 | Q962Y6 | purified TGR, DTNB reduction, TNB absorbance 405 nm; also: potency is read from the fitted curve at half-maximal effect; % is scaled to controls: 0 for no effect and ±100 for the full control effect; nearly all actives have a fitted effect of over 60% in size
#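 Kinetic colorimetric format: TGR-catalysed, NADPH-driven DTNB reduction monitored via TNB absorbance. Enzyme dispensed at 20 nM; compound exposure 15 min at room temperature before reaction start.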
# Giardia FBPA inh = inhibitors of Giardia lamblia fructose-1,6-bisphosphate aldolase | purified Giardia FBPA | Potency, µM (top dose mostly 59.6 µM), for the others: top-dose activity, negative = inhibition, hits mostly inhibitors | 290,000 tested, 0.71% active | A8B2U2; also: potency is read from the fitted curve at half-maximal effect; % is scaled to controls: 0 for no effect and ±100 for the full control effect; nearly all actives have a fitted effect of over 55% in size
# Target sequence (A8B2U2 whole entry, looked up): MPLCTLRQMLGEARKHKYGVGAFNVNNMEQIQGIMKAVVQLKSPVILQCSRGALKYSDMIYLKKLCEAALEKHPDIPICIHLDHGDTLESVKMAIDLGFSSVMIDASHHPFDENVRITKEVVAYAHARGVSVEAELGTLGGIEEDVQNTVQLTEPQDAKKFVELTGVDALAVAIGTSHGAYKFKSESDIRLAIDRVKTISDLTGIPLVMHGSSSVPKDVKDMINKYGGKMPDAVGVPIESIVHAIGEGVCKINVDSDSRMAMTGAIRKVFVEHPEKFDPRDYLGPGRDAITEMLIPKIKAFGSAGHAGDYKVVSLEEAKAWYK
#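 Giardia FBPA (40 nM reagent) was preincubated 10 min at RT with compound (up to 57.5 uM final), then substrate plus GAPDH/TPI/NAD/arsenate coupling system with diaphorase/resazurin was added; resorufin fluorescence (525/598 nm) was read after 20 min.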
# Shiga inhibitor = blocks Shiga toxin action in Vero cells. Vero cells, Shiga toxin protein synthesis inhibition reporter. inhibition, % at 38.7 µM. 290,000 tested, 9.2% active. AID 2315; in the data active = inhibition mostly above about 28%, no sharp cut-off; inactive = mostly below about 43%; also: 0% is about no effect
# Starred values were filed as active, the others as inactive; ? = inconclusive; . = no result given; & = joins results of further samples; [ ] = remark or other dose. Unless noted, calls follow the shape of the dose curve; as a rule, active = well fitted curve in the direction sought with a large enough effect; inconclusive = small, poorly fitted or top-dose-only effect, or another doubt; inactive = no such curve, though single readings can be large; an effect the other way counts as inactive or inconclusive.
SMILES	Pf growth 48h	Pf growth 96h	Cycloheximide cs	Sm TGR block	Giardia FBPA inh	Shiga inhibitor
CCCCOc1cccc(C2/C(=C(/O)c3ccc4c(c3)CC(C)O4)C(=O)C(=O)N2CCN2CCOCC2)c1 (stereo unspecified)	3%	-16%	-2	-25%	16%	-7
COC(=O)Cc1c(O)ccn(Cc2ccc(Cl)c(Cl)c2)c1=O	13%	17%	-1	2%	0%	-5
COc1cc(/C=C/C(=O)c2ccc(O)cc2O)ccc1O	.	.	32*	.	-3%	68*
O=C(COc1ccccc1F)NNC(=O)Cn1c(=O)cnc2ccccc21	-2%	-30%	.	1%	.	.
Cc1ccsc1/C=N/NC(=O)CC(=O)NCC(C)C	33%[activator]	-19%	-3	9%	3%	-11
CCCn1cnc2scc(-c3ccc(C)cc3)c2c1=O	0%	-11%	-1	-10%	0%	-11
Cc1ccc(SCCNC(=O)c2ccccc2F)cc1	30%	?	13*	10%	-1%	25
Cc1cccc(C(=O)NC2CC3CCCC(C2)N3C(=O)Nc2ccccc2)c1 (stereo unspecified)	-24%	15%	-4	-3%	-2%	-10
Cc1ccccc1CNC(=O)COc1ccccc1	36%[activator]	?	16	-3%	-10%	.
CC(=O)N(C(C)=O)C1=C(C#N)C2(CCCCC2)Cc2ccccc21	-1%	20%	1	-16%	.	-11
CCOc1ccccc1NC(=O)NCc1ccc(F)cc1	20%[5.75 µM]	17%	-3	3%	0%	16
Oc1ccc(C[C@@H]2CNCCN2CCc2cccc3ccccc23)cc1	13µM*	?	.	-13%	.	.
Cc1cc(Br)ccc1NC(=O)c1cnc(N2CCN(c3ccccn3)CC2)c2ccccc12	?	28%	-4	15%	-4%	-7
O=C(NNC(=S)NC(=O)c1ccccc1[N+](=O)[O-])c1ccccc1Cl	-2%	0%	1	1%	?	-2
N#C/C(=C\c1cn(CC(=O)O)c2ccccc12)C(=O)NCc1ccccc1	2%	?	-1	0%	4%	-4
N#CC1(NC(=O)CSc2nncn2-c2ccccc2F)CCCC1	15%	-1%	.	0%	.	.
CCOc1ccc(/C=C2\N=C(c3cccs3)OC2=O)cc1OC	-5%	19%	-2	7%	11%	-4
COc1cccc(-n2ccnc2SCC(=O)N2CCc3ccccc32)c1	-3%	89%[activator]	-1	-28%	-1%	-4
CSCCC(NC(=O)c1ccccc1)C(=O)Nc1ccc(C)cc1 (stereo unspecified)	-2%	0%	9	16%	-1%	-2
CN(C)CCOC(=O)c1cn(Cc2ccccc2)c2ccccc12	-13%	.	-4	-20%	-7%	-12
CCc1nc(SCC(=O)Nc2cc(C)ccc2OC)c2c(C)c(C)sc2n1	-20%	27%	-4	1%	.	-12
O=C(Nc1cc(Br)ccc1O)c1cc(-c2ccc3c(c2)OCO3)on1	?	24%	15*	-13%	4%	77*
O=C(COc1ccc2ccc(=O)oc2c1)NC1CCCCC1	-24%	-11%	.	-19%	.	.
CCCc1nc2sc3c(=O)[nH]cnc3c2c2c1CCCC2	55%[activator]	15%	2	-1%	4%	-11
Cc1cccc(C(=O)NC2CCN(CC(=O)NCc3cccs3)CC2)c1	?	?	-3	-8%[57.1 µM]	7%	-20
Cc1ccccc1-n1c(=O)cc(N2CCCCCC2)[nH]c1=O	-2%	?	-2	0%	-3%	2
CCSc1nc(N)c(C#N)c(-c2ccccc2Cl)c1C#N	.	.	-1	-7%	-1%	-12
CCc1nc2sc3c(c2c(=O)n1NC(=O)CCl)CCCC3	11%	.	-5	45µM*	10%	-13
O=C(Nc1cccnc1)c1cccc(S(=O)(=O)Nc2ccccc2F)c1	?	?	.	-3%	.	.
S=C(NCc1ccco1)Nc1ccc(Br)cc1Cl	38%[activator]	32%[activator]	18*	?	-1%	28
O=C(Nc1ccccc1)Nc1nc(-c2ccc(F)cc2)cs1	?	-26%	14	0%	5%	31
CC(C)(C)NC(=O)C(c1ccccc1)N(C(=O)C1CSC(=O)C1)c1ccccc1 (stereo unspecified)	-17%	-4%	1	-26%	4%	-8
Cc1csc(=O)n1CCC(=O)OCc1nnc(-c2ccc([N+](=O)[O-])cc2)o1	7%	2%	.	-21%	.	.
CCCn1c(N)c(N(CCOC)C(=O)c2cc3ccccc3cc2OC)c(=O)[nH]c1=O	-15%	-10%	.	-5%	.	.
CSc1cccc(NC(=S)N(CCCN2CCCC2)Cc2cccs2)c1	-23%	?	-12	-13%	-3%	-1
Cc1ccc(Cc2nc(-c3ccncc3)no2)cc1	4%	-37%[1.15 µM]	14	3%	8%	54*
CCCNC(=O)C/C(C)=N/NC(=O)COc1ccc(C)cc1Br	-9%	-20%	9	4%	1%	10
CC(=O)N(c1ccccc1C)C1CCCC1	8%	-23%	-4	-1%	-1%	14
O=C(Nc1ccc(-c2ccc3nncn3n2)cc1)c1ccc(Br)o1	?	?	2	-8%	1%	9
CC(Nc1n[nH]c(=S)[nH]c1=O)C(=O)OCc1ccccc1 (stereo unspecified)	1%	7%	-3	-21%	-4%	-18
CC(=O)Nc1cc(C(=O)N(C)Cc2ccco2)ccc1Sc1ccc(C)cc1	-20%	?	1	2%	4%	-2
Cc1ccc(-c2csc3nc(C)n(-n4c(C)ccc4C)c(=O)c23)o1	-25%	?	-2	6.3µM*	-9%	-14
Cc1cc2oc(C(=O)Nc3ccc(S(=O)(=O)Nc4onc(C)c4C)cc3)cc(=O)c2cc1Cl	6%	15%	0	-9%	15%	-13
CCCC(=O)N1c2ccccc2[C@@H](N(C(C)=O)c2ccccc2)C[C@H]1C	?	?	0	0%	4%	-15
Cc1c(C(=O)O)cccc1[N+](=O)[O-]	11%	?	.	-19%	.	.

# The list continues.
# Results follow in this order: Pf growth 48h, Pf growth 96h, Cycloheximide cs, Sm TGR block, Giardia FBPA inh, Shiga inhibitor
Cc1ccc2c(c1)c(C)cc(=O)n2CCC(=O)O
 : -2%, 35%[activator], 2, 5%, 8%, -17
CCc1ccc(OCC(=O)Nc2cccc3c2CCCC3)cc1
 : -2%, 34%[activator], -1, -1%, 2%, -9
O=C(O)/C=C/C(=O)N1CCN(C(c2ccccc2)c2ccccc2)CC1
 : -11%, ?, 6, 5%, 5%, -5
CSc1ccc(C#N)cc1NC(=O)c1ccccc1
 : 73%[activator][5.75 µM], 193%[activator][5.75 µM], 1, 11%, 6%, 1
CC(=O)N1c2ccc(S(=O)(=O)N3CCCC(C(=O)NCc4ccccc4)C3)cc2CC1C (stereo unspecified)
 : ?, ?, -3, 5%, 12%, 12
COc1cccc(C2C(C(N)=O)=C(C)Nc3nc(CCCO)nn32)c1 (stereo unspecified)
 : -2%, 18%, -3, 0%&5%, -6%, -1
COc1ccccc1NC(=O)CN(C)S(=O)(=O)c1cc(C)ccc1OC
 : ., -24%, 1, 12%, -3%, -17
COc1ccc(C2=NOC(C(=O)NCc3ccccc3)C2)cc1 (stereo unspecified)
 : ?, 7.4µM*, 5, 5%, 0%, 34*
COc1ccc(-c2cc(C3CCN(c4cc(Cl)nc(N)n4)CC3)[nH]n2)cc1
 : ?, ?, -2, -14%, 1%, -12
O=C(Nc1ccccc1)O/N=C1/CCCc2occc21
 : 26%, 10%, 20*, 1%, -12%, 45
CCOC(=O)c1ccccc1NC(=S)N1CC(C)CC(C)C1 (stereo unspecified)
 : 2.9µM*, ?, -3, 1%, 2%, -3
CCCN(CCC)C(=O)c1ccc2c(c1)OCO2
 : -6%, -18%, -2, -15%, 5%, 15
O=[N+]([O-])c1cc(C(F)(F)F)ccc1NCC1CCCO1 (stereo unspecified)
 : 0%, ?, 1, -1%, 0%, -7
O=C(COC(=O)c1cccnc1Cl)Nc1ncc(Cl)cc1Cl
 : 16%, 3%, -4, 2%, -5%, -4
Cn1nc(-c2ccccc2)c(-c2nc(-c3ccccc3Cl)no2)c1Cl
 : ., 17%, -2, 4%, -1%, -4
Cc1ccc(N(C)C(=O)c2cc(S(=O)(=O)N3CCCCC3)c[nH]2)cc1
 : 32%[activator], 10%, -3, -14%, 7%, -8
Cc1ccc(OCCCC(=O)N2CCN(S(=O)(=O)c3cccc(F)c3)CC2)cc1
 : ?, ?, ., -2%, ., .
COCc1c(CCl)cnc(C)c1O
 : -26%, 9.3µM*, 8.1*, -7%, 1%, 48*
O=[N+]([O-])c1cccc(OCCN2CCC(Cc3ccccc3)CC2)c1
 : 11%, 44%[activator], 1, -7%, ?, -8
CC(CCc1ccccc1)NC(=O)COC(=O)C12CC3CC(CC(Br)(C3)C1)C2 (stereo unspecified)
 : -16%, -19%, -1, -1%, 1%, -1

# Seven records drawn at random from the list so far:
# Results follow in this order: Pf growth 48h, Pf growth 96h, Cycloheximide cs, Sm TGR block, Giardia FBPA inh, Shiga inhibitor
Cc1ccc2c(c1)c(C)cc(=O)n2CCC(=O)O
 : -2%, 35%[activator], 2, 5%, 8%, -17
CC(CCc1ccccc1)NC(=O)COC(=O)C12CC3CC(CC(Br)(C3)C1)C2 (stereo unspecified)
 : -16%, -19%, -1, -1%, 1%, -1
Cc1ccc(N(C)C(=O)c2cc(S(=O)(=O)N3CCCCC3)c[nH]2)cc1
 : 32%[activator], 10%, -3, -14%, 7%, -8
COc1cccc(C2C(C(N)=O)=C(C)Nc3nc(CCCO)nn32)c1 (stereo unspecified)
 : -2%, 18%, -3, 0%&5%, -6%, -1
O=[N+]([O-])c1cc(C(F)(F)F)ccc1NCC1CCCO1 (stereo unspecified)
 : 0%, ?, 1, -1%, 0%, -7
COc1ccc(C2=NOC(C(=O)NCc3ccccc3)C2)cc1 (stereo unspecified)
 : ?, 7.4µM*, 5, 5%, 0%, 34*
Cn1nc(-c2ccccc2)c(-c2nc(-c3ccccc3Cl)no2)c1Cl
 : ., 17%, -2, 4%, -1%, -4

# Additional structures follow:
# Results follow in this order: Pf growth 48h, Pf growth 96h, Cycloheximide cs, Sm TGR block, Giardia FBPA inh, Shiga inhibitor
Cc1[nH]n(-c2ccc(Cl)cc2)c(=O)c1N=Nc1cccnc1
 : ?, ?, 8, 2%, -7%, 5
O=S(=O)(NC1c2cccc3cccc(c23)C1N1CCNCC1)c1ccccc1 (stereo unspecified)
 : ?, 3%, 1, ?, 18%, -11
CCN(CC)S(=O)(=O)c1ccc(Nc2cc(C)nc3ncnn23)cc1
 : 15µM*, ?, -1, 7%, 1%, 36
CCOC(=O)c1c[nH]c2c(Cl)ccc(Cl)c2c1=O
 : 14%, -8%, -3, 8%, 2%, -5
CC1CCC(CN2C(Nc3ccccc3)=NC[C@@H]2C)CC1 (stereo partly specified)
 : 32%[activator], 54%[activator], -2, 1%, -5%, 11
O=[N+]([O-])c1ccc(CS(=O)(=O)N2CCN(c3ccccc3)CC2)cc1
 : 33%, ?, -6, -8%, 3%, -10
CCC(C)NC(=O)c1cn(CC)c2cc(N3CCN(C(=O)c4ccco4)CC3)c(F)cc2c1=O (stereo unspecified)
 : 5.9µM*, 4.1µM*, 8, ?, ., 17
Cc1ccc(C2NC(=S)NC3=C2C(=O)CCC3)cc1 (stereo unspecified)
 : ?, ?, -3, 0%, 8%, -12
